Screening results as filed in PubChem.
aSyn yeast rescue – alpha-synuclein toxicity suppression in yeast; S. cerevisiae alpha-synuclein toxicity rescue, BacTiter-Glo growth, 24 h; Potency, µM (highest dose often 46.1 µM), inactives show at the highest dose growth rescue (activation), actives largely listed as activators; 94,000 tested, 0.02% active; AID 1347070; active = well fitted activation curve with a large enough effect; inconclusive = small, poorly fitted or top-dose-only effect; also: 0% is about no effect
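Growth restoration measured by BacTiter-Glo luminescence after 24 hr at 30 deg C; alpha-synuclein yeast, raffinose-pregrown to mid-log, were added at OD600=0.02 in galactose medium onto pinned compounds.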
Numbers without * were called inactive; ? = inconclusive; & = joins results of further samples. Potency is read from the fitted curve at half-maximal effect. Only part of the results is shown, so the mix of outcomes need not match the whole.

SMILES | aSyn yeast rescue
CCn1cc(C(=O)NCc2ccccc2Cl)c(=O)c2cc(S(=O)(=O)N3CCCCCC3)ccc21 | 1%
COc1cc(Nc2ncnc3onc(-c4ccc(Cl)cc4)c23)cc(OC)c1 | -11%
Cc1ccc2nc(-c3c[nH]c4ccccc34)c(Nc3ccccc3C)n2c1 | 8%
CC(OC(=O)Cn1cnc2c1c(=O)n(C)c(=O)n2C)C(=O)c1ccccc1 (stereo not given) | 8%
COc1cccc(C(=O)NC2CC3CCCC(C2)N3S(=O)(=O)c2ccccc2)c1 (stereo not given) | 0%
Cc1cc(Cl)ccc1C(=O)C1CCCN(C(=O)CCn2cnnn2)C1 (stereo not given) | 0%
CCc1ccc(CNC(=O)C2CCCN(c3nnc(C)c4c(C)n(-c5ccc(OC)cc5)nc34)C2)cc1 (stereo not given) | 2%
CS(=O)(=O)c1ccc(-c2nnc(NC(=O)c3ccc4c(c3)OCCO4)o2)cc1 | 0%
CCCCN(C)S(=O)(=O)c1ccc(C(=O)Nc2sc3c(c2C(N)=O)CC(C)(C)NC3(C)C)cc1 | -6%
Cc1cc(=O)[nH]c(N/N=C/c2ccc(-c3ccc(F)cc3)o2)n1 | -18%
O=C(NCc1cccc(F)c1)C1CCN(c2nc3ccccc3nc2C(F)(F)F)CC1 | -7%
O=C1NC2=C(C(=O)CCC2)C(c2ccc([N+](=O)[O-])cc2)N1 (stereo not given) | 1%
COc1ccc(-c2cc(-c3ccccc3)c(C#N)c(=S)[nH]2)cc1 | -7%
C=CCN(Cc1nc(-c2ccc(OC)c(OC)c2)oc1C)C1CCS(=O)(=O)C1 (stereo not given) | 16%
O=C(COc1cccc(NC(=O)c2ccccc2)c1)c1ccc(F)cc1 | 0%
O=C(CSc1nnc2ccc(-c3ccncc3)nn12)c1cccs1 | -15%
Cc1ccc(-n2ncc(C(=O)Nc3ccc4c(c3)OCO4)c2C2CCN(C(=O)OC(C)(C)C)CC2)cc1 | 0%
COc1ccccc1S(=O)(=O)N(C)C[C@H]1OCc2cnnn2CCCC(=O)N([C@@H](C)CO)C[C@H]1C | -2%
COc1cccc(NC(=O)c2oc3ccccc3c2NC(=O)c2cc3ccccc3o2)c1 | -7%
Clc1ccc(CCNC(c2nnc(-c3ccccc3)o2)c2ccccc2Cl)cc1 (stereo not given) | 19%

The closing 2 entries of the part above come first, to join the parts:
SMILES | aSyn yeast rescue
COc1cccc(NC(=O)c2oc3ccccc3c2NC(=O)c2cc3ccccc3o2)c1 | -7%
Clc1ccc(CCNC(c2nnc(-c3ccccc3)o2)c2ccccc2Cl)cc1 (stereo not given) | 19%
Fc1ccc(-n2ncc3c(Nc4cccc(Cl)c4)ncnc32)cc1 | -8%
COc1ccc(Cn2c(C(=O)O)c(CNCc3cccc(OC)c3)c3ccc(C)cc32)cc1 | -17%
CCOc1ccc(-c2ncnn2-c2sc3c(c2C#N)CCCCC3)cc1 | 2%
CC(C)Oc1ccc(S(=O)(=O)N2CCOCC2)cc1NC(=O)CSc1nnc(C2CC2)n1C | 1%
CC(Sc1n[nH]c(=O)n1Cc1ccccc1)C(=O)NCC1CCCO1 (stereo not given) | -1%
COc1ccc(C(O)c2ncc(C(F)(F)F)cc2Cl)cc1 (stereo not given) | -8%
Cc1ccc(-n2nc(CO)c(C(=O)NCc3cccnc3)n2)cc1C | -14%
CCCCn1c(=S)[nH]c2c(=O)n(C)c(=O)n(C)c21 | -8%
Cc1ccccc1C(=O)NC1CCN(CC(=O)N2CCCCC2C)CC1 (stereo not given) | -1%
COc1ccc(CNC(=O)N2[C@H]3CC[C@@H]2C=C(c2ccc(F)cc2OCc2ccccc2)C3)cc1OC | -2%
O=C(Cn1ncc2ccsc2c1=O)N1CCN(c2ccccc2)CC1 | -3%
CCOc1ccc(N(CC(=O)Nc2ccc3c(c2)OCO3)S(=O)(=O)c2ccccc2)cc1 | -11%
CCOc1ccccc1-c1cc(C(=O)N/N=C/c2cccnc2)c2ccccc2n1 | 4%
O=C(N/N=C/C=C\c1ccc([N+](=O)[O-])cc1)c1cccnc1 | 3%
CSc1ccc(/C=N/NC(=O)c2ccc3nc[nH]c3c2)cc1 | 3%
CCCCn1c(O)c(/C=C2\C=Nc3ccccc32)c(=O)[nH]c1=O | -8%
Cc1cccc(N2CCN(CCCNC(=O)Cn3ncc4c([nH]c5ccccc54)c3=O)CC2C)c1 (stereo not given) | 8%
Fc1ccc(CSc2nncn3c2cc2occc23)c(Cl)c1 | 9%
COc1cc2cc(-c3ccc(O)cc3O)nc(C)c2cc1OC | 5%
Cc1cc(C)c2c(n1)SCC(=O)N2CC(=O)Nc1ccc(C)c(C)c1 | -8%&7%
COc1ccc(C(=O)N/N=C/c2ccc(OC)c(CN3CCCc4ccccc43)c2)cc1 | 3%
Cc1ccc(S(=O)(=O)N(C)C)cc1NC(=O)C(C)OC(=O)c1ccc2c(c1)OCCO2 (stereo not given) | -20%
O=C(COCc1cc(-c2ccc(F)cc2)on1)Nc1cc(F)ccc1F | -15%
Cc1ccc2c(Cl)cc(Cl)c(OCC(=O)OCC(=O)Nc3ccc(C#N)cc3)c2n1 | 15%
CCC(Sc1nc2ncccc2[nH]1)C(=O)NC1CCC(C)CC1 (stereo not given) | 2%
Cc1nnc(SCC(=O)N(C)CC(=O)Nc2ccccc2Cl)s1 | -3%
Cc1ccc(-n2nc(C)c3c(C)c(CCC(=O)NCc4ccccc4Cl)c(C)nc32)cc1 | -15%
COc1cc(/C=C2\CCc3c2nc2ccccc2c3C(=O)O)cc(OC)c1OC | -3%
Cc1cc(C)c(S(=O)(=O)N2CCCC2=O)c(C)c1 | 2%
O=C(Cn1c(=O)n(Cc2ccco2)c(=O)c2ccc(C(=O)NC3CCCC3)cc21)Nc1ccc(F)cc1 | 2%
O=C(CSc1nc2ccccc2c2nc(-c3ccccc3)nn12)Nc1ccc(Br)cc1 | 2%
Cc1nc2c(c(C)nn2-c2ccccc2)c(C)c1CCC(=O)NCCc1ccc(Cl)cc1 | -10%
Cn1c(SCC(=O)NCC2CCCO2)nnc1-c1c[nH]c2ccccc12 (stereo not given) | -2%
COc1ccc(-c2c(C)nn3c(C(F)(F)F)cc(-c4ccc(C)cc4)nc23)cc1 | 2%
Cc1ccc(-n2c(=O)c3oc4ccccc4c3n(Cc3ccccc3F)c2=O)cc1C | -8%
CS(=O)(=O)c1ccc(-c2nnc(NC(=O)C3=COCCO3)o2)cc1 | -4%
CCOC(=O)C/C(C)=N\Nc1ccc([N+](=O)[O-])cc1[N+](=O)[O-] | 0%
CC(C)Cn1c(SCC(=O)N2CCCc3ccccc32)nc2ccccc2c1=O | -1%
CCc1cccc(NC(=O)Cn2c(=O)n(CC3CCC(C(=O)NC)CC3)c(=O)c3sccc32)c1 (stereo not given) | 1%
Cc1ccc(S(=O)(=O)Cc2ccc(C(=O)NCCc3ccc(Cl)cc3)o2)cc1 | -5%
O=C(NCCN1CCOCC1)c1ccc2c(c1)N(Cc1cccc(F)c1)C(=O)c1ccccc1S2 | 11%
CCCCCC(=O)N1C[C@H](n2cc(COC(=O)c3ccccc3)nn2)[C@@H](O)C[C@@H]1c1ccc(Cl)cc1 | -3%
COC(=O)c1c(C)[nH]c(C=O)c1-c1ccccc1 | 1%
Cc1nnc(NC(=O)c2c(-c3ccccc3Cl)noc2C)s1 | 11%
Cc1ccc(S(=O)(=O)N(C)C[C@@H]2Oc3ncc(Br)cc3C(=O)N([C@H](C)CO)C[C@@H]2C)cc1 | -6%
CCCc1nc(SCC(=O)N2CCCc3ccccc32)c2c(=O)n(C)c(=O)n(C)c2n1 | 7%
Cc1cc(NC(=O)Cn2nc(C(=O)O)c3ccccc3c2=O)c([N+](=O)[O-])cc1C | -1%
CC(C)c1nc(SCC(=O)NC(=O)NC(C)(C)C)n[nH]1 | 10%
CCOc1cc(CNC(=O)Cn2c(-c3cccs3)cc3cc(F)ccc32)ccc1OC | -1%
COc1cccc(NC(=O)Cn2c(CCC(=O)O)ccc2-c2ccc(Cl)cc2)c1 | 9%
COc1cccc(NC(=O)CN(C)C(=O)c2ccc(-c3cccc(C(F)(F)F)c3)o2)c1 | 4%
O=C(CSc1ccccc1)N1CCc2c([nH]c3ccccc23)C1c1ccc(F)cc1 (stereo not given) | ?
COc1ccccc1CNC(=O)C(CC(C)C)N1Cc2ccccc2C1=O (stereo not given) | 2%
CN(Cc1ccccc1)c1ccc(N2C(=O)CCC2=O)cc1[N+](=O)[O-] | 6%
Cc1csc2ncc(C(=O)N3CCCc4ccccc43)c(=O)n12 | 5%
COC(=O)CNC(=O)COC(=O)/C=C/c1ccc2ccccc2n1 | 14%
O=C(c1ccc(Cl)c(S(=O)(=O)N2CCOCC2)c1)N1CCCCCC1 | -4%
Cc1ccc(S(=O)(=O)Cc2ccc(C(=O)N3CCN(c4cccc(Cl)c4)CC3)o2)cc1 | 18%
CCOc1ccc(N(CC(=O)Nc2ccccc2CC)S(=O)(=O)c2c(C)noc2C)cc1 | 4%
Cc1cccc2cc(C#N)c(NCCNC(=O)c3ccccc3)nc12 | -4%
The results go on.
SMILES | aSyn yeast rescue
COCCCNC(=O)CN1C(=O)CSc2ccc(S(=O)(=O)N3CCOCC3)cc21 | -5%
CC(=O)NC(CC(=O)Nc1ccc(S(=O)(=O)Nc2nccs2)cc1)c1ccccc1 (stereo not given) | -13%
COc1ccc(-c2nc3cc(NC(=O)c4ccc(C)cc4)ccc3o2)cc1Cl | -2%
COc1ccc(CNC(=O)CCCN2C(=O)CSc3c2c(C)nn3-c2ccccc2)c(OC)c1 | -13%
O=C(N/N=C1\CCCCc2ccccc21)c1ccccn1 | 5%
COc1cccc2c1Oc1ncccc1N(c1ccc(C(=O)NCc3ccccc3C)s1)C2 | 8%
CCCn1c(=O)c2sccc2n2c(CCCC(=O)NCCOC)nnc12 | 1%
COc1ccc2[nH]cc(CCN=C(NC(=O)c3ccccc3OC)Nc3nc(C)cc(C)n3)c2c1 | -4%
CCC(=O)c1ccc(OCC(=O)OCC(=O)N2c3ccccc3CC2C)cc1 (stereo not given) | 5%
COc1ccc(NC(=O)c2ncoc2-c2ccco2)cc1Cl | -13%
O=C(O)/C=C/C(=O)Nc1ccc(OCc2ccccc2)cc1 | 11%
C=CCc1cccc2cc(-c3nc4ccc(C)cc4[nH]3)c(=O)oc12 | 4%
COc1ccc(NC(=O)N2CCC(n3c(C)nc4cccnc43)CC2)cc1OC | -5%
COc1cccc(NC(=O)C(Cc2ccccc2)NS(=O)(=O)c2ccc3c(c2)c(=O)n(C)c(=O)n3C)c1 (stereo not given) | 4%
CCOc1ccc(CC(=O)N2CCc3cc(OC)c(OC)cc3C2COc2ccc3c(C)cc(=O)oc3c2)cc1 (stereo not given) | -4%
CSc1ncccc1C(=O)OCC(=O)c1cc(C)n(CC2CCCO2)c1C (stereo not given) | 2%
Cc1ccc(-n2nc(C)c3nc(CCC(=O)Nc4ccc(F)cc4)c(=O)n(C)c32)cc1 | -7%
COc1ccc(C(c2c(O)nc[nH]c2=O)c2c(O)nc[nH]c2=O)cc1 | 2%
C[C@@H]1CN([C@@H](C)CO)C(=O)CCCn2nncc2CO[C@H]1CN(C)Cc1ccccc1C(F)(F)F | 2%
Cc1cccc(C)c1NC(=O)CSc1nc(-c2ccccc2)nc2c1Cc1c(CO)cnc(C)c1O2 | -3%

Grouped by structure, the entries above with an NH in an aromatic ring
SMILES | aSyn yeast rescue
Cc1ccc2nc(-c3c[nH]c4ccccc34)c(Nc3ccccc3C)n2c1 | 8%
Cc1cc(=O)[nH]c(N/N=C/c2ccc(-c3ccc(F)cc3)o2)n1 | -18%
COc1ccc(-c2cc(-c3ccccc3)c(C#N)c(=S)[nH]2)cc1 | -7%
CC(Sc1n[nH]c(=O)n1Cc1ccccc1)C(=O)NCC1CCCO1 (stereo not given) | -1%
CCCCn1c(=S)[nH]c2c(=O)n(C)c(=O)n(C)c21 | -8%
CSc1ccc(/C=N/NC(=O)c2ccc3nc[nH]c3c2)cc1 | 3%
CCCCn1c(O)c(/C=C2\C=Nc3ccccc32)c(=O)[nH]c1=O | -8%
Cc1cccc(N2CCN(CCCNC(=O)Cn3ncc4c([nH]c5ccccc54)c3=O)CC2C)c1 (stereo not given) | 8%
CCC(Sc1nc2ncccc2[nH]1)C(=O)NC1CCC(C)CC1 (stereo not given) | 2%
Cn1c(SCC(=O)NCC2CCCO2)nnc1-c1c[nH]c2ccccc12 (stereo not given) | -2%
COC(=O)c1c(C)[nH]c(C=O)c1-c1ccccc1 | 1%
CC(C)c1nc(SCC(=O)NC(=O)NC(C)(C)C)n[nH]1 | 10%
O=C(CSc1ccccc1)N1CCc2c([nH]c3ccccc23)C1c1ccc(F)cc1 (stereo not given) | ?
COc1ccc2[nH]cc(CCN=C(NC(=O)c3ccccc3OC)Nc3nc(C)cc(C)n3)c2c1 | -4%
C=CCc1cccc2cc(-c3nc4ccc(C)cc4[nH]3)c(=O)oc12 | 4%
COc1ccc(C(c2c(O)nc[nH]c2=O)c2c(O)nc[nH]c2=O)cc1 | 2%

More results.
SMILES | aSyn yeast rescue
S=C(Nc1ccc2nccnc2c1)N1CCCC1 | 1%
CCc1ccc(CNC(=O)c2cc3c(=O)oc4ccc(C)cc4c3s2)cc1 | 3%
CN(C1CCCCC1)S(=O)(=O)c1cc2c3c(c1)CCN3C(=O)CC2 | 0%
Cc1ccc(S(=O)(=O)N2CCC(C(=O)OC(C)C(=O)N3CCOCC3)CC2)cc1 (stereo not given) | -3%
Cc1cccc(NC(=O)c2cc3c(=O)n(Cc4ccco4)ccc3nc2C)c1 | 4%
CC(C)=C1SC(N2CCN(c3ccc(Cl)cc3)CC2)=NC1=O | 11%
CCOC(=O)c1cccc(NC(=O)CCn2c(-c3ccc(F)cc3)cc(C(=O)OCC)c2C)c1 | 8%
O=C(CSc1nnc(-c2cccnc2)o1)Nc1ccccc1Br | -1%
COc1ccc(C=O)cc1CN1CCCN(Cc2ccc(Cl)cc2)S1(=O)=O | 14%
CCOc1ccc(-n2ccnc(SCC(=O)Nc3ccc(OC)cc3OC)c2=O)cc1 | 5%
